Screening data: PubChem, several laboratories
RmlCD inh 1536 – M. tuberculosis RmlC/RmlD coupled enzyme inhibitors, primary screen, biochemical, compound mixtures, 384-well, from 1536-well plates; 0.03% of 160,000 active; RmlC+RmlD coupled enzyme assay, percent inhibition; primary screen in compound mixtures; inhibition, % at 3.6 µM; AID 1533, 2009; dTDP-4-dehydrorhamnose reductase (Mycobacterium tuberculosis (strain ATCC 25618 / H37Rv)) …; in the data active = inhibition mostly above about 34%, no sharp cut-off; inconclusive = no clear call, values can overlap the other calls; inactive = mostly below about 22%; also: some results filed as inactive read as strong as hits
Target sequence (P9WH09 whole entry, looked up): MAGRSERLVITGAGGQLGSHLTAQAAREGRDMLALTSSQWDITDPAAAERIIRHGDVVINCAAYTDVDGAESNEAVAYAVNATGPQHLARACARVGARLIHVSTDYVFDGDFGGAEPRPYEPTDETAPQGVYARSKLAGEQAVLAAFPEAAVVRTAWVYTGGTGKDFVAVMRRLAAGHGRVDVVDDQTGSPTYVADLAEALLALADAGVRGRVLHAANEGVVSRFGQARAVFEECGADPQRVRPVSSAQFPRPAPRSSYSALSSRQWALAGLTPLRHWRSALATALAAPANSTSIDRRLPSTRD
Target sequence (P9WH11 whole entry, looked up): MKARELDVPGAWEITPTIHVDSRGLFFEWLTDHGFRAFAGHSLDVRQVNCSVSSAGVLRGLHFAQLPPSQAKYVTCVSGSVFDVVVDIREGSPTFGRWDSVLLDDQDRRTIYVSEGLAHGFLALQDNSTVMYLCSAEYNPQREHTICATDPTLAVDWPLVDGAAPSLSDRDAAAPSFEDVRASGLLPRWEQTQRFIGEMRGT
GlmU inhibition – inhibition of mycobacterial GlmU enzyme – biochemical, glucosamine-1-phosphate acetyltransferase (AID 1376) | Bifunctional protein GlmU (Mycobacterium tuberculosis (strain ATCC 25618 / H37Rv)) | M. tuberculosis GlmU acetyltransferase enzyme assay; higher % means a stronger effect | inhibition, %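 (tested at 30 µM in the primary screen)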, or IC50 in µM where a hit was titrated | 0.25% of 220,000 active; in the data active = inhibition above about 13%; inconclusive = no clear call, values can overlap the other calls;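 also: 0% = complete reaction with vehicle and 100% = reaction without substrate; strong numbers were not always called active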
Numbers without * were called inactive; u = inconclusive; x = not tested or not shown. Not all compounds are listed. The share of hits here may be higher or lower than overall.

smiles,RmlCD inh 1536,GlmU inhibition
O=C(CN1C(=O)c2ccccc2S1(=O)=O)N1CCc2ccccc21,-7,0.9%
O=C(O)C1=C[C@H](c2cccs2)C[C@H](OCCCCO)O1,-9,3.1%
O=C(N/N=C/c1ccccc1O)/C(=C/c1ccccc1)CCO,-11,-4.3%
O=C(NNc1nc2ccccc2s1)c1ccccc1F,14,1.9%
Cc1cc(Cl)c(S(=O)(=O)NCc2ccccc2)cc1OCC(N)=O,4,2.4%
CC(=O)Nc1ccc(S(=O)(=O)N2CCN(CC(O)COc3ccc4ccccc4c3)CC2)cc1 (centres undefined),10,-4.2%
O=C(N/N=C/c1ccc(Br)s1)c1ccccc1[N+](=O)[O-],x,-4.8%
Cc1ccc2nc(/N=C(\N)NC(=O)N3c4ccccc4Sc4ccccc43)nc(C)c2c1,-8,-0.7%
CCN(CC)C(=O)CCSc1nnc(-c2ccco2)o1,2,-4.2%
S=C(Nc1ccccn1)NC1CCCC1,-3,3.6%
CC(=O)Nc1ccc(S(=O)(=O)NC2(C(F)(F)F)C(=O)Nc3c2c(=O)[nH]c(=O)n3C)cc1 (centres undefined),-5,-4.4%
CC(=O)N(/N=C1\Sc2ccccc2C1=O)c1cccc(C)c1,6,7.4%
Cc1nnc(SCc2cc(=O)[nH]c(N3CCN(C)CC3)n2)s1,x,-3.8%
O=C1COc2ccc3ccccc3c2CN1,10,0.5%
O=C(O)C1C2C=CC(O2)C1C(=O)NCCc1cccc(Cl)c1 (centres undefined),-11,7.5%
CC(=O)Nc1ccc(NC(=O)CCNS(=O)(=O)c2cccc3nsnc23)cc1,-8,0.4%
O=C(Nc1ccccc1)c1c(O)[nH]c(=O)[nH]c1=O,x,-1.0%
COCCCNC(=O)CCCn1c(=O)c2ccccc2n(Cc2cccc([N+](=O)[O-])c2)c1=O,-16,-4.0%
COc1ccc(-c2ccnc(-c3ccc(O)cc3)n2)cc1,x,-4.9%
Cc1nn(C2CCS(=O)(=O)C2)c(C)c1C=O (centres undefined),-10,-3.8%
OCCC1CN(Cc2cc3c(cc2Cl)OCO3)CCN1C1CCCC1 (centres undefined),x,-0.6%
CN1/C(=C\C=C(/C#N)C(=O)Nc2ccccc2F)C(C)(C)c2ccccc21,x,1.0%
CC(C)c1ccccc1NC(=S)N1CCN(Cc2ccc3c(c2)OCO3)CC1,-10,0.6%
CC1CCCCN1C(=O)NC12CC3CC(CC(C3)C1)C2 (centres undefined),2,-0.5%
Cc1ccccc1NC(=O)c1ccc(S(=O)(=O)C(F)F)cc1,x,3.2%
O=C1Cc2ccccc2C(=O)N1OCc1ccc(Cl)cc1Cl,7,-0.1%
CCOC(=O)N1CCN(c2cc(N)c([N+](=O)[O-])cc2F)CC1,2,-1.0%
Cc1nn(C)c(C)c1P(=S)(c1c(C)nn(C)c1C)N(C)C,18,5.0%
CCOC(=O)c1sc2ccccc2c1OC(=O)c1ccccc1,-12,-6.0%
CCC(=O)Nc1cccc(NC(=S)NC(=O)c2cccs2)c1,-12,0.5%
CCN(CC)c1ccc(C=NCCc2ccc(S(N)(=O)=O)cc2)cc1,-7,1.5%
CC(=O)Nc1ccc(S(=O)(=O)/N=C2\C(=O)c3ccccc3C([O-])=C2n2cc[n+](-c3ccccn3)c2)cc1,-6,-1.1%
COc1cc2c(cc1OC)CN(C(=O)c1sc(-c3cnccn3)nc1C)CC2,-1,-4.0%
Cc1cc(C(=O)CN2C(=O)c3ccccc3S2(=O)=O)c(C)n1CC1CCCO1 (centres undefined),-1,1.9%
O=C(CSCc1ccccc1Cl)N/N=C/c1ccco1,-8,0.4%
COc1ccc(-n2cc(CNC(C)c3ccncn3)c(-c3cccc(F)c3)n2)cc1 (centres undefined),-14,3.7%

Overlap with the part before: 4 compounds, then new ones.
smiles,RmlCD inh 1536,GlmU inhibition
COc1cc2c(cc1OC)CN(C(=O)c1sc(-c3cnccn3)nc1C)CC2,-1,-4.0%
Cc1cc(C(=O)CN2C(=O)c3ccccc3S2(=O)=O)c(C)n1CC1CCCO1 (centres undefined),-1,1.9%
O=C(CSCc1ccccc1Cl)N/N=C/c1ccco1,-8,0.4%
COc1ccc(-n2cc(CNC(C)c3ccncn3)c(-c3cccc(F)c3)n2)cc1 (centres undefined),-14,3.7%
Cc1ccc(NC(=O)CN(C)C(=O)Cn2ccsc2=N)cc1,-10,-3.3%
O=C(CC1CCCCC1)NCc1ccco1,x,1.8%
CC(c1n[nH]c(=S)n1-c1ccc(F)cc1)N1CCCCC1 (centres undefined),-5,2.0%
Cc1ccc(NC(=O)Cn2nnc(-c3ccccc3-n3cnnn3)n2)c(C)c1,5,2.3%
CCNC(=S)Nc1ccc(N(c2ccccc2)C(C)C)cc1,x,-1.0%
CCCc1cc(C(=O)Nc2cc(C)on2)no1,x,3.8%
C=CCn1c(SCc2ccc(C#N)cc2)nnc1-c1cccc(Cl)c1,x,-4.2%
COC(=O)CNC(=O)c1ccc(F)cc1,-4,-1.0%
CC1CCCN(Cc2nc3c(c(=O)n(C)c(=O)n3C)n2CC(=O)c2ccccc2)C1 (centres undefined),13,1.7%
CCCC(=O)Nc1cc(-c2nnc(OC)c3ccccc23)ccc1N1CCCCC1,-8,x
CS(=O)(=O)N(CC(=O)NC1CCCC1)c1ccc2c(c1)OCCO2,-1,-3.2%
O=C(CSc1nncs1)Nc1ccc(Cl)cn1,3,2.1%
CSC(=NCc1ccc(F)cc1)NS(=O)(=O)c1cccs1,-14,-5.0%
Cc1ccc(OCC(=O)N/N=C\c2ccc(-c3cccc(C(=O)O)c3)o2)c(C)c1,7,137µM*
CCOc1cc(C2C(C(=O)OC(C)C)=C(C)N=C3SCCC(=O)N32)ccc1OC(C)=O (centres undefined),x,4.4%
COc1ccc2ccccc2c1C1CC(=O)N2CN(Cc3ccco3)CSC2=C1C#N (centres undefined),-8,2.8%
Cc1cc(=O)n(C)c(=O)n1CCCCCCOc1ccc([N+](=O)[O-])cc1,29,1.0%
COc1cc2c(c(OC)c1OC)-c1c(cc3c(c1OC)OCO3)C[C@H](C)[C@@](C)(O)C2,8,-0.9%
Cc1ccc(-n2ncc(Br)c(Br)c2=O)cc1,-7,-3.5%
Cn1cc(CNC(=O)C23CC4CC(CC(C4)C2)C3)cn1,x,-2.9%
CSc1ncc(/C=C2/C(=O)NC(=O)N(c3ccc(Cl)cc3)C2=O)cn1,6,-3.4%
O=C(CC1C(=O)NCCN1C(=O)Nc1ccccc1)Nc1ccc(F)cc1 (centres undefined),2,1.5%
C=CCn1c(=O)c2c(nc3n2CCS3)n(C)c1=O,x,-4.6%
CC1=Nn2c(nnc2-c2ccccn2)SC1,x,-1.8%
OC(CNCCc1c[nH]c2ccccc12)C(F)(F)F (centres undefined),3,0.1%
CSc1nnc(C)c(=O)n1COC(=O)c1ccccc1,-9,1.1%
COc1ccc2c(c1)c1nc3n(c(=O)c1n2CC(=O)Nc1cc(C)[nH]n1)CCS3,1,-3.4%
Cc1ccc(OCCNC(=O)Cc2ccc(F)cc2)cc1,x,2.4%
O=C(Nc1cccnc1)c1cc([N+](=O)[O-])ccc1Cl,-16,5.9%
COc1ccccc1-c1cc(C(=O)N/N=C/c2sccc2C)c2ccccc2n1,-14,5.4%
CCCN(CCC)C(=O)c1cc2c(=O)[nH]c3ccc(C)cc3c2s1,-7,1.9%
Cc1cc(C)c(NC(=O)C(=O)NCc2ccco2)c(C)c1,12,-4.3%
O=C(CCc1nnc(-c2ccc3c(c2)OCO3)o1)NC(c1cccnc1)C(F)(F)F (centres undefined),7,1.6%
Cc1cc(C(=O)N/N=C/c2ccc[nH]2)no1,5,-3.4%
N[C@@H](Cc1ccc(O)cc1)c1nnc([C@H](CO)NC(=O)C2CCNCC2)o1,x,1.7%
O=C(Nc1ccc2ncccc2c1)c1ccccc1Cl,7,7.5%
Brc1ccc2[nH]c3c(N4CCc5ccccc5C4)ncnc3c2c1,0,-0.2%
COC(=O)c1ccc(NC(=O)Nc2ccc(OC)cc2)cc1,-1,-2.9%
O=C(CN(CCc1ccccc1)C(=O)CN1C(=O)COc2ccccc21)NCc1ccco1,2,3.5%
CCOc1ccc(CCNC(=O)CSc2cc(=O)n(CC)c3ccccc23)cc1OCC,7,6.6%
CCN(CC)CCCN(Cc1cc2cc(OC)ccc2[nH]c1=O)C(=O)Nc1ccc(F)cc1,-9,x
CCOC(=O)c1sc2nc(CC(=O)OC)nc(NCCN(CC)CC)c2c1C,x,-5.3%
CC1=CC(=O)c2ccccc2C1=O,x,-0.7%
Clc1ccc(OCc2nn3c(-c4ccco4)nnc3s2)c(Cl)c1,-4,-0.1%
Cc1ccc(/C=N/NC(=O)c2cccnc2)s1,13,-5.3%
COc1ccc(-c2nc(=S)c3ccc4ccccc4c3[nH]2)cc1,-9,-3.1%
CCCCCCCCNC(=O)/C(C#N)=C/c1ccc(SC)cc1,x,1.3%
Cc1cc(C)n(-c2nc(-c3cccc(Cl)c3)cs2)n1,12,0.6%
CC(C)(C)/C=N/NC(=O)C1CC1,u,-2.1%
c1ccc2c(NCCCN3CCOCC3)c3ccccc3nc2c1,x,-8.0%
Cc1ccc(S(=O)(=O)ON2C(=O)c3ccccc3C2=O)c(C)c1,10,-3.0%
Nc1nonc1C(=O)NCCNCc1ccccc1,x,-0.4%
COc1ccccc1C(=O)Oc1ccccc1C(=O)Nc1ccccc1,x,-3.5%
CCNCC(O)COCC(O)CNCC (centres undefined),18,6.1%
O=c1[nH]c2cc(Br)cnc2nc1/C=C(\O)c1ccc(F)cc1,-5,-1.6%
Cc1c(CCO)c(=O)n(C)n1C(=O)c1ccc(Cl)cc1,-12,3.0%
COc1ccc(CNC(=O)/C=C/c2ccc(OCCCF)cc2)cc1OC,14,3.3%
Cc1cc(C)nc(N(C#N)Cc2ccccc2Cl)n1,15,-1.4%
CCCCCCn1c(NCC)nc2c1c(=O)n(C)c(=O)n2C,x,-3.5%
COc1ccc(S(=O)(=O)Nc2ccc(NC(C)=O)cc2)cc1,11,2.4%

Next section, starting with the last three of the part before.
smiles,RmlCD inh 1536,GlmU inhibition
Cc1cc(C)nc(N(C#N)Cc2ccccc2Cl)n1,15,-1.4%
CCCCCCn1c(NCC)nc2c1c(=O)n(C)c(=O)n2C,x,-3.5%
COc1ccc(S(=O)(=O)Nc2ccc(NC(C)=O)cc2)cc1,11,2.4%
O=C(Cc1ccc(Cl)cc1Cl)OCC(=O)N1CCN(C(=O)c2ccco2)CC1,11,1.4%
O=C(c1ccco1)N1CCN(C(c2cccs2)c2sc3ncnn3c2O)CC1 (centres undefined),x,7.7%
COc1ccc(C(=O)c2no[n+]([O-])c2C(=O)c2ccc(OC)cc2)cc1,13,1.6%
O/N=C1\CCC\C1=C/c1ccco1,-1,6.6%
CCn1cc(Br)c(C(=O)NN)n1,8,5.9%
COc1ccc(-n2nc(C(=O)NCC(=O)NCC3CCCO3)c3ccccc3c2=O)c(OC)c1 (centres undefined),x,-0.8%
O=C1c2ccccc2C(=O)c2c1cccc2N1CCN(Cc2ccccc2)CC1,10,2.0%
CSc1ccc(NC(=O)NCCN2CCc3ccccc3C2)cc1,x,-4.7%
CC(C)c1ccccc1-n1c(SCc2cc(=O)oc3ccc4ccccc4c23)nnc1-c1cccnc1,71,0.2%
COc1cc(NC(=O)c2ccccc2F)c(OC)cc1NC(=O)CN1CCOCC1,-7,-3.4%
Cc1cc(C)n2nc(SCC(=O)c3cc(C)n(-c4cc(C)on4)c3C)nc2n1,-9,-4.1%
Nc1nc(N2CCCCC2)c(C=O)c(N2CCCCC2)n1,x,-1.5%
CCN(CC(=O)NC(C)C)C(=O)Cc1ccc(C)c(C)c1,-8,1.3%
O=C(O)c1ccc(NCc2nc3ccccc3n2CCOc2ccccc2Cl)cc1,-8,1.1%
O=C1c2ccccc2NC2(CCCC2)N1N=C1CCCC1,7,-1.9%
Cc1ccc(S(=O)(=O)NCCOCCNS(=O)(=O)c2ccc(C)cc2)cc1,-2,-1.7%
CCOc1cc(/C=N/n2cnnc2)ccc1OS(=O)(=O)c1ccccc1,5,0.2%
CCC(=O)Nc1nnc(C)s1,x,-4.0%
Cc1cccnc1NC(=O)c1c(O)c2cccc3c2n(c1=O)CCC3,1,1.0%
CCN(C(=O)Cn1c(=O)oc2ccccc21)C1CCS(=O)(=O)C1 (centres undefined),-3,0.9%
O=C(CSc1nc(-c2ccco2)cc(C(F)(F)F)n1)N1CCN(c2ccc(Cl)cc2)CC1,x,-3.0%
Cc1occc1-c1nnc(SCC(=O)N(C)C)o1,11,-3.6%
CC(NCC#Cc1ccccc1)C(O)c1ccccc1 (centres undefined),-10,2.5%
N#Cc1nc(-c2cccs2)oc1NCc1ccc2c(c1)OCO2,9,-0.5%
COc1ccc(C[C@H]2CN3C(=NC[C@@H]3Cc3ccccc3)N2CCNC(=O)CCC2CCCCC2)cc1,x,-11%
COc1ccc(C)cc1NC(=O)CN1CCN(CC(=O)Nc2ccccc2F)CC1,5,x
